Bioassay records as filed in PubChem.
FN deposition inh = inhibitors of fibronectin matrix deposition, primary screen, AH1F cells, Alexa488-fibronectin fluorescence, plate reader; AID 743247, 2014; inhibition, % at 12.6 µM; 0.086% of 350,000 active; AH1F fibroblasts, overnight;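 active = mean inhibition across replicates of 30% or more, regardless of how many single replicates reach that level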;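 also: positive control wells lacked labelled fibronectin entirely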
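Material: AH1F fibroblasts assembling fluorescent fibronectin matrix; amount: 10000 AH1F cells/well; medium: DMEM, 2% serum; reagent: Alexa488-fibronectin, 24 nM final in well; dosing: single compound dose, delivered by pin transfer; incubation: 1 h adhesion, overnight exposure; detection: fluorescence after three HBSS washes, excitation 485 nm, emission 525 nm; measure: fibronectin deposition inhibition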
Casp6 inh = human caspase-6 inhibitors, primary screen, biochemical, VEID-R110 fluorescence, single point, set 2; AID 686996, 2013; 0.53% of 350,000 active; inhibition, % at 12.5 µM; purified caspase-6, Z-VEID-R110 cleavage fluorescence; P55212;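 active = mean inhibition across replicates at least about 35%, with every replicate also reaching that limit, limit read from the data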;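 also: 0% = median of neutral control wells and 100% = no fluorescence left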
Target sequence (P55212 24-179 limits assumed): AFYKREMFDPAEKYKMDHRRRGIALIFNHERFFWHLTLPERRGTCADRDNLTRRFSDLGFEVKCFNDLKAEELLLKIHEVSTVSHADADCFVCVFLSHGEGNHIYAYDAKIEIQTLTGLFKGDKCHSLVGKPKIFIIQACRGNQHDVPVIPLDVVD
Target sequence (P55212 194-293 limits assumed): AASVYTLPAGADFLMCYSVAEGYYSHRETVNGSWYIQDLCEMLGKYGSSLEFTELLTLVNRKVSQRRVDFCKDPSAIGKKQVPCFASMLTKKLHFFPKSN
S100A4 MyoIIA = inhibitors of S100A4-myosin IIA peptide binding, primary screen, biochemical, fluorescence polarization, TAMRA-MyoIIA peptide; inhibition, % at 10.7 µM; Protein S100-A4 (Homo sapiens), P26447; 0.14% of 360,000 active; AID 652163, 2013;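 active = mean inhibition of at least 70% across replicates, with every replicate also reaching that level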
Target sequence (P26447 whole entry, looked up): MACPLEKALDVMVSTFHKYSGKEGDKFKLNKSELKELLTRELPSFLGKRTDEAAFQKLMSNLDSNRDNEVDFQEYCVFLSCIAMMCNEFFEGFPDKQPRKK
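Material: S100A4 monomer protein | Medium: HEPES pH 7.2 with CaCl2, KCl, NaCl, DTT, Triton | Reagent: Labelled myosin peptide probe, 5 nM | Doses: One dose per compound | Times: 5 min incubation before reading | Benchmarks: Neutral control DMSO, positive control TFP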
esBAF inh = Bmi1 luciferase reporter increase in mESCs, primary screen, esBAF inhibitor project, mouse ES cells, Bmi1 luciferase knock-in, single point; 24 h; 100% = twice the neutral-well signal; AID 602393, 2012; 2% of 350,000 active; reporter increase, % at 12.5 µM; in the data active = activation above about 40%;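 also: 0% = median of the plate's neutral control wells and 100% = double that signal; a rise in the Bmi1 reporter signal indicates esBAF inhibition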
C2C12 statin = suppressors of statin myotoxicity in C2C12 myotubes, primary screen, cell-based, single point, plate reader. C2C12 myotubes + simvastatin, ATP luminescence, 48 h; scaled: DMSO 0, geranylgeraniol control 100. rescue of ATP level, % at 7.49 µM. 0.78% of 330,000 active;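 active = mean ATP rescue above about 67%, or every replicate alone reaching that limit, limit read from the data, passing the limit was not always enough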;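 also: myotubes were challenged with 10 µM simvastatin during compound exposure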
SIRT5 inh = SIRT5 desuccinylase inhibitors, primary screen, biochemical, fluorescence imaging, single point, set 5 | NAD-dependent protein deacylase sirtuin-5, mitochondrial (Homo sapiens), Q9NXA8 | Purified SirT5, succinyl-peptide AMC, trypsin-coupled fluorescence | inhibition, % at 15 µM | 1.1% of 330,000 active; in the data active = inhibition above about 15%
Target sequence (Q9NXA8 whole entry, looked up): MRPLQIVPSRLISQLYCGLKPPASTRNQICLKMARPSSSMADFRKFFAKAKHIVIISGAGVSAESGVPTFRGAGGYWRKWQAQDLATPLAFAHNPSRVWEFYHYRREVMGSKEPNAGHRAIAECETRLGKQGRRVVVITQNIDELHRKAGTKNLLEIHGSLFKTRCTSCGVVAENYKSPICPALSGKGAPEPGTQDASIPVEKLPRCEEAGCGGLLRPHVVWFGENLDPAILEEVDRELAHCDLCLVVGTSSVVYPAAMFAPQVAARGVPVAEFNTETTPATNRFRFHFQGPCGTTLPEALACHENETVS
LGR2 inh = inhibitors of bursicon-induced LGR2 CRE-luciferase signal, primary screen, cell-based, HEK293, CRE-luciferase reporter, bursicon stimulation; Drosophila bursicon receptor LGR2 (rickets); bursicon-stimulated, 4 h; inhibition, % at 9.99 µM; 0.35% of 380,000 active; AID 720647, 2013;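 active = drop in luminescence signal, shown as inhibition above about 50% in the replicate tests, limit read from the data, passing the limit was not always enough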;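 also: agonist challenge used bursicon conditioned medium at about half maximal strength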
Numbers without * were called inactive; · = no result given. A portion of the library; the hit share may differ from the screen's.

molecule	FN deposition inh	Casp6 inh	S100A4 MyoIIA	esBAF inh	C2C12 statin	SIRT5 inh	LGR2 inh
O=C(COC(=O)CNC(=O)c1cccc(F)c1)NCCC1=CCCCC1	-20	-5	2	1	14	0	0
O=C(NCC1CCCO1)C1CC(=O)N(c2ccc(Cl)cc2)C1 (configuration not stated)	2	-1	-3	1	11	-1	19
CC(NC(=O)NNC(N)=S)(C(F)(F)F)C(F)(F)F	10	-4	3	·	·	4	·
CN(c1ccccc1)c1nc(N)c([N+](=O)[O-])c(Nc2ccccc2F)n1	6	1	7	-1	-42	0	-10
Cc1cccc(CCNC(=O)CC2C(=O)NCCN2Cc2ccccc2C)n1 (configuration not stated)	·	-1	2	-5	-4	2	-11
C[C@@H]1CN([C@H](C)CO)C(=O)c2cc(NC(=O)NC3CCCCC3)ccc2O[C@H]1CN(C)S(=O)(=O)c1ccccc1	-15	2	0	0	-15	-1	-8
CCOc1cc(/C=N/N2CCOCC2)ccc1OCc1ccc(C(=O)OC)o1	6	3	-2	6	-3	-2	-1
C[C@@H]1CN([C@@H](C)CO)C(=O)c2cc(-c3ccccc3F)cnc2O[C@@H]1CN(C)Cc1ccc(F)cc1	-8	1	6	2	-6	5	0
O=S(=O)(NC[C@H]1CC[C@@H]2NC[C@@H]2O1)c1ccccc1F	·	-4	-5	·	·	-1	·
O=C(NC1=NCCS1)c1ccccc1Br	-3	-1	6	·	·	-2	-13
O=C(Oc1ccccc1C(=O)Nc1ccccc1)c1ccccc1Br	-11	2	0	·	·	·	·
CN1C2C=C(N(CCc3c[nH]c4ccccc34)C(=O)c3ccc(Cl)cc3)CC1CC2 (configuration not stated)	11	·	·	-9	-16	·	·
COc1ccccc1N1CCN(C(=O)C2CCC(CNS(=O)(=O)c3ccc(NC(C)=O)cc3)CC2)CC1 (configuration not stated)	7	3	0	-9	-10	0	-11
Clc1ccc(C2=CC(c3ccco3)n3ncnc3N2)cc1 (configuration not stated)	1	·	·	-7	39	·	·
Cc1noc(C)c1COC(=O)c1cc(=O)[nH]c2ccccc12	·	·	·	-1	1	·	8
CC1COc2c3ccccc3nn21 (configuration not stated)	2	-3	-4	·	·	·	4
Cc1ccc(C(=O)N/N=C/c2ccc(-c3cccc(Cl)c3)o2)cn1	-5	-1	-2	-9	-27	12	4
Nc1nonc1-n1nnc(C(=O)N/N=C/c2cccc(Cl)c2)c1-c1cccs1	0	5	-4	3	72*	1	3
CCC1CCCCN1Cc1nc2c(c(=O)n(C)c(=O)n2C)n1CC(C)C (configuration not stated)	-6	1	0	2	7	0	-2
CC(C)OC(=O)Nc1ccc2c(c1)N(C(=O)CCN1CCN(CCO)CC1)c1ccccc1CC2	·	0	0	5	-4	-2	-17
C[C@@H](NC(=O)C[C@H]1C=C[C@@H](NC(=O)Nc2ccc3c(c2)OCO3)[C@@H](CO)O1)c1ccccc1	-9	2	-16	-7	28	-3	-3
COc1ccc(Cl)cc1NC(=O)CN1c2ccccc2CC1C (configuration not stated)	·	-4	-1	0	8	-3	15
O=C(NCCc1ccccc1)c1ccc2c(c1)S(=O)(=O)c1ccccc1C2=O	4	3	-4	5	-2	·	-7
CCOc1ccc(-n2c(Cc3cc(=O)[nH]c(=O)[nH]3)nnc2SCC(N)=O)cc1	9	·	·	-3	2	·	·
COc1ccc(NC(=O)CSc2c(C)n[nH]c2C)cc1	8	·	·	-10	34	·	12
CCn1c(SCC(=O)O)nnc1-c1cccnc1	-19	3	4	2	2	1	-3
C[C@H](CO)N1C[C@H](C)[C@H](CN(C)Cc2ccc(-c3ccccc3)cc2)Oc2c(NC(=O)C3CC3)cccc2C1=O	·	-2	24	-1	-15	1	-13
COc1ccc(NC(=O)CC2SC(N3CCOCC3)=NC2=O)c(OC)c1 (configuration not stated)	1	20	3	-3	-2	-3	-13
Cc1ccc(C)c(OCCC(=O)OCC(=O)NC(=O)NCc2ccccc2)c1	-2	-6	-2	-15	-24	1	4
N#C[C@H]1[C@@H](c2ccccc2-c2ccccc2F)[C@H](CO)N1C(=O)C1CCC1	7	-2	4	·	·	-3	-21

4 structures out of the list, sorted by molar mass, ascending:
molecule	FN deposition inh	Casp6 inh	S100A4 MyoIIA	esBAF inh	C2C12 statin	SIRT5 inh	LGR2 inh
Cc1ccc(C(=O)N/N=C/c2ccc(-c3cccc(Cl)c3)o2)cn1	-5	-1	-2	-9	-27	12	4
CC(C)OC(=O)Nc1ccc2c(c1)N(C(=O)CCN1CCN(CCO)CC1)c1ccccc1CC2	·	0	0	5	-4	-2	-17
C[C@H](CO)N1C[C@H](C)[C@H](CN(C)Cc2ccc(-c3ccccc3)cc2)Oc2c(NC(=O)C3CC3)cccc2C1=O	·	-2	24	-1	-15	1	-13
C[C@@H]1CN([C@H](C)CO)C(=O)c2cc(NC(=O)NC3CCCCC3)ccc2O[C@H]1CN(C)S(=O)(=O)c1ccccc1	-15	2	0	0	-15	-1	-8

Continuation:
molecule	FN deposition inh	Casp6 inh	S100A4 MyoIIA	esBAF inh	C2C12 statin	SIRT5 inh	LGR2 inh
Cc1ccc2c(c1)N(CC(=O)N1CCC(O)CC1)C(=O)CO2	2	2	0	-5	5	0	0
COc1ccc(N(CC(=O)NCc2ccco2)S(C)(=O)=O)c(OC)c1	-5	14	-1	·	·	3	-5
C[C@@H](OC(=O)c1[nH]cnc1C(=O)NCc1ccc(CNC(=O)OC(C)(C)C)cc1)c1ccccc1	1	0	0	8	26	·	·
CN(C)Cc1cn(CC[C@H]2CC[C@H](NC(=O)Nc3ccccc3F)[C@H](CO)O2)nn1	2	2	0	-3	-5	-1	-4
O=C(Nc1sc2c(c1C(=O)O)CCC2)c1ccc(F)cc1	6	2	-1	63*	-3	4	-13
C[C@H](CO)N1C[C@H](C)[C@@H](CN(C)Cc2ccc3c(c2)OCO3)Oc2ccc(NC(=O)Cc3ccccc3)cc2C1=O	·	2	-16	3	-5	5	-18
COc1ccc(S(=O)(=O)N(C)C[C@H]2Oc3ccc(NC(=O)c4ccncc4)cc3C(=O)N([C@@H](C)CO)C[C@H]2C)cc1	·	0	19	1	15	1	-30
CSCc1ccc(C(=O)NCCSc2ccc(Br)cc2)cc1	5	-1	-10	48*	-23	-4	-76
COc1ccc(CCC2=NCCN2C(CC(C)C)c2nc3ccccc3[nH]2)cc1 (configuration not stated)	-3	-2	-1	-4	3	0	3
Cc1ccc(Cl)cc1NC(=O)C1CCCN1S(=O)(=O)c1ccc(-c2ccc(=O)[nH]n2)s1 (configuration not stated)	25	-1	-7	0	1	2	-14
COc1ccc(N2C(=O)CC(Sc3n[nH]c(-c4cccc(C)c4)n3)C2=O)cc1 (configuration not stated)	3	0	0	2	-4	-4	8
COc1cc2[nH]c(=O)n(CCC(=O)N3CCN(Cc4ccc5c(c4)OCO5)CC3)c(=O)c2cc1OC	1	2	-9	-5	1	0	4
O=C(N[C@H]1CC[C@H](CCNC(=O)C2CCCC2)O[C@H]1CO)c1ccncc1	·	-3	-32	-2	-4	-3	-14
O=C(CN1CCC(NC(=O)c2ccc(Br)cc2)CC1)NCc1cccs1	-5	-1	-1	-2	19	·	9
Cc1noc(C)c1NC(=O)N(C)C[C@H]1OCCCC[C@H](C)Oc2ccc(NC(=O)NC3CCCCC3)cc2C(=O)N([C@@H](C)CO)C[C@@H]1C	5	-1	5	1	·	-5	-18
CC(C)CC#Cc1cnc2c(c1)C(=O)N([C@H](C)CO)C[C@@H](C)[C@H](CN(C)C(=O)c1cccnc1)O2	·	1	7	6	12	-3	8
Cc1cccc2c1CCCC2=O	-3	0	-4	-2	7	0	7
Cc1cccc(N2CCN(C(c3ccccc3)c3nnnn3C(C)(C)C)CC2)c1C (configuration not stated)	-1	·	·	-6	7	·	·
C[C@@H]1CCCCO[C@H](CN(C)Cc2ccccc2)[C@H](C)CN([C@H](C)CO)C(=O)c2cc(NC(=O)Nc3ccc(F)cc3)ccc2O1	-10	-4	1	4	·	2	-4
Cc1cc(C)n(-c2nc3c(c(=O)n(C)c(=O)n3C)n2CCO)n1	·	0	-7	·	·	·	16
Cc1ccc(S(=O)(=O)CC(O)COc2ccccc2C#N)cc1 (configuration not stated)	-6	-2	-2	·	·	-5	-21
CC(=O)Nc1cccc(C(=O)NC(C)c2ccc(-n3ccnc3)cc2)c1 (configuration not stated)	7	-150	-7	-7	-13	·	-28
CC(C)C(NS(=O)(=O)c1ccc2c(c1)OCCO2)C(=O)NCCc1ccccn1 (configuration not stated)	4	·	·	-7	-11	·	·
CCCNC(=O)N1C[C@H](C)[C@H](OC)CN(C)C(=O)c2cc(NS(=O)(=O)CC(F)(F)F)ccc2OC[C@H]1C	·	-2	1	-7	12	1	-1
CC(=O)Oc1ccc(C(=O)NCc2ccc3c(c2)OCO3)cc1	0	-1	-12	-6	-2	-9	2
COCC#Cc1cnc2c(c1)C(=O)N([C@H](C)CO)C[C@@H](C)[C@@H](CN(C)Cc1ccc3c(c1)OCO3)O2	-12	0	2	-4	-5	-2	-7
CCCNC(=O)NCCc1ccncc1	6	·	·	0	9	·	·
O=C(O)c1cc(=O)n(Cc2ccccc2)c(=O)[nH]1	7	0	-5	4	5	-5	-2
COc1ccccc1S(=O)(=O)N[C@H]1CC[C@H](CC(=O)N2CCN(C)CC2)O[C@@H]1CO	12	-6	128*	-7	-5	4	-12
CCOC(=O)c1c(C)n(C)c2cc(Br)c(OC)cc12	-3	-2	-1	·	·	-2	-18

S100A4 MyoIIA, entries above that show a hit.
Structure	Casp6 inh	S100A4 MyoIIA	esBAF inh	SIRT5 inh	LGR2 inh
COc1ccccc1S(=O)(=O)N[C@H]1CC[C@H](CC(=O)N2CCN(C)CC2)O[C@@H]1CO	-6	128*	-7	4	-12

(listing goes on)
molecule	FN deposition inh	Casp6 inh	S100A4 MyoIIA	esBAF inh	C2C12 statin	SIRT5 inh	LGR2 inh
O=C(c1cccc(NS(=O)(=O)c2ccc(F)c(F)c2)c1)N1CCN(C(c2ccccc2)c2ccccc2)CC1	-3	-4	2	·	·	-1	·
O=C(CN1CCCSc2ccccc21)N1CCN(S(=O)(=O)c2cccc(F)c2)CC1	-11	0	-1	2	-12	1	-4
C[C@H](CO)N1C[C@H](C)[C@H](CN(C)Cc2ccccc2)Oc2ccc(NS(C)(=O)=O)cc2C1=O	·	-3	2	-1	0	-2	-6
CN(C)CCCN(C(=O)c1ccc(Br)s1)c1nc2cc3c(cc2s1)OCO3	-1	-16	7	6	-3	0	6
CC(=O)Nc1ccc(NC(=O)c2ccc(Cl)nc2)cc1	-2	-4	-3	-9	-9	-8	-1
COc1ccc(S(=O)(=O)N2CCN(C(=O)CN3C(=O)NC(C)(C)C3=O)CC2)cc1	0	1	4	-4	27	-2	9
Cc1cc(C(=O)Nc2cccc3c2O[C@@H](CN(C)Cc2ccc4c(c2)OCO4)[C@@H](C)CN([C@@H](C)CO)C3=O)n(C)n1	·	0	33	-4	-29	0	-15
COC(=O)C1=C(C)N(C)C(=O)NC1c1c(O)ccc2ccccc12 (configuration not stated)	-4	0	5	-5	14	-1	5
COc1cc(NC(=S)Nc2cccnc2)cc(OC)c1	-4	-1	-5	·	·	1	3
C/C(=N\NC(=O)c1c(Cl)cnn1C)c1ccc(NC(=O)c2ccc(Br)o2)cc1	3	-3	3	28	-17	-5	-32
Cc1ccc(NC(=O)CSc2nnc(CNC(=O)c3ccccc3F)o2)cc1Cl	4	5	-4	2	6	1	7
CCC(=O)N1CCN(c2ccccc2NC(=O)COc2cccc(C)c2C)CC1	2	2	3	-1	3	-2	15
